Screening results: PubChem BioAssay, several laboratories
HDAC3 inh – HDAC3 deacetylase inhibitors, primary screen, biochemical, fluorescence, cell-free homogeneous; Histone deacetylase 3 (Homo sapiens), O15379; recombinant HDAC3, fluorogenic peptide/trypsin coupled; inhibition, % at 8.3 µM; 320,000 compounds, 0.15% hits; in the data active = inhibition above about 26%, passing the limit was not always enough; inconclusive = no clear call, values can overlap the other calls
GSK3beta inhib – human GSK3beta kinase inhibitors, primary screen, biochemical, cell-free homogeneous, HTS; activity score (negative = inhibition), % at 10 µM; GST-GSK3beta kinase, ADP-Glo luminescence, 60 min; stronger effect = lower value; Glycogen synthase kinase-3 beta (Homo sapiens), P49841; 300,000 compounds, 0.038% hits;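 active = more than half of replicate wells score below -50%, meaning over 50% inhibition versus plate controls; inconclusive = some replicates but at most half score below -50%; inactive = no replicate scores below -50%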;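 also: 0% = median DMSO wells and -100% = median GW8510 positive control wells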
Target sequence (P49841 whole entry, looked up): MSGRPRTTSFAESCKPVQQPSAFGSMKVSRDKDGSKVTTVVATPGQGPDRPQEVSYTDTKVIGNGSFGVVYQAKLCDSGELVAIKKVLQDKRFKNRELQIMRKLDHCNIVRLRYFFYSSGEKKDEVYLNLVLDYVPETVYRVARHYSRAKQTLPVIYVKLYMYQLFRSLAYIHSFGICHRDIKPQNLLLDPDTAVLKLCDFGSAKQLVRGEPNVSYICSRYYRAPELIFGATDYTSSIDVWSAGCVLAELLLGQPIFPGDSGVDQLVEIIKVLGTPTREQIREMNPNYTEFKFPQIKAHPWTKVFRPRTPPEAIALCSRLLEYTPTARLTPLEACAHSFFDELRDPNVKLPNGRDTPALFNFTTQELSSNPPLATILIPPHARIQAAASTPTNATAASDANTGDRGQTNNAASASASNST
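Assay system: GST-tagged human GSK3beta kinase, cell-free; Input: 1.6 ng GSK3beta; Medium: Tris/MgCl2 kinase buffer; Timing: 60 min enzyme reaction, room temperature; Signal: ADP-Glo luminescence quantifying ADP generated by kinase; Evaluation: score relative to plate controls; Benchmarks: DMSO neutral wells and GW8510 at 20 µM as positive.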
KCNQ1 block – inhibitors of human KCNQ1 channel, primary screen, cell-based, thallium flux, high-throughput | CHO-K1 KCNQ1, FluxOR thallium flux fluorescence; stronger effect = higher value | B-score at 10 µM | 310,000 compounds, 1.3% hits | AID 2642, 2010;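 active = compounds whose thallium flux B-score, printed positive for inhibition, exceeds three library SD while starting fluorescence stays within three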;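 also: channel opened by potassium depolarization with thallium stimulus after 20 min compound exposure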
Target sequence (P51787 whole entry, looked up): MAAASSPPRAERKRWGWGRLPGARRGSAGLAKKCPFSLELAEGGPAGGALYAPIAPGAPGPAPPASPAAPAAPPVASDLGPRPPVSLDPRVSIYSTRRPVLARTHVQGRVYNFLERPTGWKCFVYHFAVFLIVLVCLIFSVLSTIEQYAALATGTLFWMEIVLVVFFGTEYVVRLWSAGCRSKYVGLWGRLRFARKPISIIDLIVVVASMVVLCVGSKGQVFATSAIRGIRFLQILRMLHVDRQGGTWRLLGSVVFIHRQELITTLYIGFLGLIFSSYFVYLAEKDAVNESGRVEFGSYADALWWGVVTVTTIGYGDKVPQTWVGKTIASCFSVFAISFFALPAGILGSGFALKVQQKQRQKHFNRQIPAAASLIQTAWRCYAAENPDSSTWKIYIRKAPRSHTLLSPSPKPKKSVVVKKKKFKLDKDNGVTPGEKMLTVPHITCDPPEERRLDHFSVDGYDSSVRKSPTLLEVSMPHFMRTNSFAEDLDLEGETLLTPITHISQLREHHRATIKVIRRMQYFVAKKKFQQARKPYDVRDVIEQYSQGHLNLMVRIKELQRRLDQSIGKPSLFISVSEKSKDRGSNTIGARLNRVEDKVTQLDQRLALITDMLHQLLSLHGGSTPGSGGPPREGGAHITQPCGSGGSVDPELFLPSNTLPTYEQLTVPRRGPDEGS
KCNK3 block – human KCNK3 channel inhibitors, primary screen, CHO cells, FluxOR thallium flux, B-score. FluxOR fluorescence; stronger effect = lower value. B-score at 10 µM. 340,000 compounds, 0.84% hits. Potassium channel subfamily K member 3 (Homo sapiens), O14649;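 active = B-score under library mean minus 4 SD, starting fluorescence ratio at most library mean plus 5 SD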;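 also: more negative B-score means stronger inhibition of thallium flux through KCNK3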
PolyA inhibitor – polyadenylation inhibitors in yeast reporter cells, primary screen, luminescence, S. cerevisiae. S. cerevisiae SKY197-pL101 polyadenylation reporter, beta-gal luminescence; efflux-impaired pdr1/pdr3 knockout yeast; score 100 = 6 SD above DMSO. AID 1875, 2009. calls only at 12 µM. 300,000 compounds, 0.02% hits;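 active = lowest replicate activity score at least 50, where 100 means six control SD above control mean; inconclusive = lowest score under 50 but half or more replicates reach 50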;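 also: yeast exposed to compound for 9 h at 30 °C; higher score means more reporter readthrough which indicates perturbed polyadenylation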
Dyrk1A ADPGlo – rat Dyrk1A kinase inhibitors, primary screen, biochemical, single point, plate reader; inhibition, % at 12.5 µM; AID 504441, 2011; ADP-Glo luminescence, NFATc1 peptide; 310,000 compounds, 0.43% hits; Dual specificity tyrosine-phosphorylation-regulated kinase 1A (Rattus norvegicus), Q63470; in the data active = inhibition above about 50%;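 also: plate controls were vehicle with enzyme for no effect and no enzyme for full effect; many of its hits are not listed in these tables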
RGS4 act – RGS4 potentiators or activators, primary screen, cell-based, HEK293 M3R inducible RGS4, calcium flux; AID 463111, 2010; B-score at 10 µM; 310,000 compounds, 0.92% hits; carbachol calcium flux Fluo4; stronger effect = lower value;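 active = B-score of the integrated calcium signal more than 4 SD below the library mean, with starting fluorescence not abnormally high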;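 also: negative B-score means reduced calcium response which marks RGS4 activation or potentiation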
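Material: M3R-expressing HEK293 line, RGS4 induced by doxycycline | Schedule: Overnight RGS4 induction, 30 min dye load 37 °C, 20 min compound RT | Measured by: Fluo4 fluorescence kinetic imaging of calcium | Read-out: Integrated calcium ratio converted to B score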
hERG protect – hERG rescue from dofetilide block, primary screen, cell-based, CHO-hERG, FluxOR thallium flux, dofetilide IC70 | activation (rescue from dofetilide block), less the hit threshold, % at 10 µM | Voltage-gated inwardly rectifying potassium channel KCNH2 (Homo sapiens), Q12809 | 310,000 compounds, 0.51% hits | dofetilide IC70 present;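 active = activation above the mean of controls blocked by dofetilide plus 5 SD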;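 also: thallium influx through hERG after potassium depolarization seen as dye fluorescence rise; in these data hits start at about 4.7%; inactives centre near -7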
KCNQ1 pot – potentiators or activators of KCNQ1 channel, primary screen, cell-based, thallium flux, high-throughput | CHO-K1 KCNQ1, thallium flux FluxOR fluorescence; stronger effect = higher value | B-score at 10 µM | Potassium voltage-gated channel subfamily KQT member 1 (Homo sapiens), P51787 | 310,000 compounds, 0.35% hits;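 active = fluorescence ratio B-score, a plate-corrected score, at least three library SD, with initial intensity B-score within 5 SD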
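Material: CHO-K1 cells stably expressing KCNQ1. Medium: assay buffer for compound exposure, DMSO matched across wells. Reagent: K+/Tl+ depolarizing stimulus. Compound dosing: single-concentration screen. Times: 37 °C overnight plating, 90-min dark dye load, 20-min compound pretreatment. Technique: FluxOR Tl+ flux fluorescence.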
GSK3 alpha inh – blockers of GSK3A enzyme activity – biochemical, luminescence, cell-free homogeneous, HTS, primary screen; GSK-3 alpha kinase, ADP-Glo luminescence, 60 min; inhibition, % at 10 µM; 320,000 compounds, 0.1% hits; AID 2650, 2010;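 in the data active = inhibition above about 50%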;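 also: GST-tagged GSK-3 alpha with peptide substrate and 25 µM ATP; 0% = DMSO neutral wells and 100% = GW8510 positive control wells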
KCNK9 block – KCNK9 potassium channel inhibitors, primary screen, HEK293 cells, thallium flux; Potassium channel subfamily K member 9 (Homo sapiens), Q9NPC2; FluxOR thallium flux fluorescence; stronger effect = lower value; B-score at 10 µM; 310,000 compounds, 1.2% hits;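 active = ratio B-score over 3 SD below the library mean, with starting fluorescence within 5 SD of its mean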;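 also: negative B-score means less thallium flux so channel inhibition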
* marks the source's active call; other numbers are inactive results. The list is partial; rates above refer to the full screens.

How did COc1ccc(C(=O)NCC2CCCN2S(=O)(=O)c2cccs2)cc1OC (centres undefined) do in these assays?
HDAC3 inh: 7.0; GSK3beta inhib: -2.7; KCNQ1 block: inactive; KCNK3 block: inactive; PolyA inhibitor: inactive; Dyrk1A ADPGlo: 0.6; RGS4 act: inactive; hERG protect: -14.0; KCNQ1 pot: inactive; GSK3 alpha inh: -1.6; KCNK9 block: inactive

How did CC(=O)Nc1ccc(N(C(=O)c2ccco2)C(C(=O)NC2CCCC2)c2ccc(N3CCOCC3)cc2)cc1 (centres undefined) do in these assays?
HDAC3 inh: -6.0; GSK3beta inhib: -1.7; KCNQ1 block: inactive; KCNK3 block: inactive; PolyA inhibitor: inactive; Dyrk1A ADPGlo: -1.7; RGS4 act: inactive; hERG protect: -3.1; KCNQ1 pot: inactive; GSK3 alpha inh: 1.6; KCNK9 block: inactive

How did O=C(NCCNS(=O)(=O)c1ccc(C(F)(F)F)cc1)N1CCOCC1 do in these assays?
HDAC3 inh: -1.9; GSK3beta inhib: -0.9; KCNQ1 block: inactive; KCNK3 block: inactive; PolyA inhibitor: inactive; Dyrk1A ADPGlo: -1.7; RGS4 act: inactive; hERG protect: -0.2; KCNQ1 pot: inactive; GSK3 alpha inh: -3.2; KCNK9 block: inactive

How did CC(C)(C)NC(NC(=O)Cc1ccccc1)C(Cl)(Cl)Cl (centres undefined) do in these assays?
HDAC3 inh: -16.9; GSK3beta inhib: 0.9; KCNQ1 block: inactive; KCNK3 block: inactive; PolyA inhibitor: inactive; Dyrk1A ADPGlo: -4.0; RGS4 act: inactive; hERG protect: -5.1; KCNQ1 pot: inactive; GSK3 alpha inh: -3.2; KCNK9 block: inactive

Results for COc1ccc(-c2ccc(C#N)c(SCC(=O)Nc3sc4c(c3C#N)CCC4)n2)cc1 ?
HDAC3 inh: -3.7; GSK3beta inhib: -2.0; KCNQ1 block: inactive; KCNK3 block: inactive; PolyA inhibitor: inactive; Dyrk1A ADPGlo: -0.7; RGS4 act: inactive; hERG protect: -1.9; KCNQ1 pot: inactive; GSK3 alpha inh: 1.2; KCNK9 block: inactive

How did COc1ccccc1CCC(=O)NNC(=O)c1ccccc1 do in these assays?
HDAC3 inh: -5.0; GSK3beta inhib: -1.5; KCNQ1 block: inactive; KCNK3 block: inactive; PolyA inhibitor: inactive; Dyrk1A ADPGlo: -5.7; RGS4 act: inactive; hERG protect: -9.1; KCNQ1 pot: inactive; GSK3 alpha inh: 0.2; KCNK9 block: inactive

What do the screens show for `CSc1ncc(CN2CCCCC2C(=O)Nc2ccc(Oc3ccccc3)nc2)cn1` (centres undefined)?
HDAC3 inh: 0.7; GSK3beta inhib: 2.8; KCNQ1 block: inactive; KCNK3 block: inactive; PolyA inhibitor: inactive; Dyrk1A ADPGlo: 1.1; RGS4 act: inactive; hERG protect: -10.2; KCNQ1 pot: inactive; GSK3 alpha inh: 5.3; KCNK9 block: inactive

Results for COc1ccc(CNC(=O)C2CCN(S(=O)(=O)c3ccc4c(c3)NC(=O)CO4)CC2)cc1 ?
HDAC3 inh: 5.1; GSK3beta inhib: -5.1; KCNQ1 block: inactive; KCNK3 block: inactive; PolyA inhibitor: inactive; Dyrk1A ADPGlo: -3.6; RGS4 act: inactive; hERG protect: -8.8; KCNQ1 pot: inactive; GSK3 alpha inh: 7.0; KCNK9 block: inactive

Results for O=C(Nc1nc2ccccc2s1)C1CCN(S(=O)(=O)c2cc([N+](=O)[O-])ccc2Cl)CC1 ?
GSK3beta inhib: 1.7; KCNQ1 block: inactive; KCNK3 block: inactive; PolyA inhibitor: inactive; RGS4 act: inactive; hERG protect: -18.7; KCNQ1 pot: inactive; GSK3 alpha inh: -2.3; KCNK9 block: inactive

What do the screens show for `COC(=O)/C(=C(/F)SCC(C)=O)C(F)(F)F`?
HDAC3 inh: -0.2; GSK3beta inhib: 0.5; KCNQ1 block: inactive; PolyA inhibitor: inactive; RGS4 act: inactive; hERG protect: 1.0; KCNQ1 pot: inactive; GSK3 alpha inh: -1.7; KCNK9 block: inactive

How did O=C(CSc1nnc(NC(=O)c2ccccc2Cl)s1)NC1CC1 do in these assays?
HDAC3 inh: 1.5; GSK3beta inhib: 0.2; KCNQ1 block: inactive; KCNK3 block: inactive; PolyA inhibitor: inactive; Dyrk1A ADPGlo: 3.4; RGS4 act: inactive; hERG protect: -4.4; KCNQ1 pot: inactive; GSK3 alpha inh: -0.1; KCNK9 block: inactive

How did CCNc1ccc(N=Nc2c(C)n(C)n(-c3ccccc3)c2=O)cc1 do in these assays?
HDAC3 inh: 8.2; GSK3beta inhib: 1.6; KCNQ1 block: inactive; KCNK3 block: inactive; PolyA inhibitor: inactive; Dyrk1A ADPGlo: -3.8; RGS4 act: inactive; hERG protect: -9.8; KCNQ1 pot: inactive; GSK3 alpha inh: -0.4; KCNK9 block: inactive

What do the screens show for `CC1(C)Cc2c(sc3nc4n(c(=N)c23)CCC4)CO1`?
HDAC3 inh: -3.1; GSK3beta inhib: 1.4; KCNQ1 block: inactive; KCNK3 block: inactive; PolyA inhibitor: inactive; Dyrk1A ADPGlo: 0.7; RGS4 act: inactive; hERG protect: -2.3; KCNQ1 pot: inactive; GSK3 alpha inh: -2.0; KCNK9 block: inactive

How did Cc1c(C(=O)N2CCCCC2)c(S(=O)(=O)N2CCc3ccccc32)c(C)n1C do in these assays?
HDAC3 inh: -1.8; GSK3beta inhib: 4.1; KCNQ1 block: inactive; KCNK3 block: inactive; PolyA inhibitor: inactive; Dyrk1A ADPGlo: 0.9; RGS4 act: inactive; hERG protect: -7.5; KCNQ1 pot: inactive; GSK3 alpha inh: 1.2; KCNK9 block: inactive

Results for CCCCCC(=O)N=Nc1c(O)[nH]c2ccc([N+](=O)[O-])cc12 ?
HDAC3 inh: 5.5; GSK3beta inhib: 0.5; KCNQ1 block: inactive; KCNK3 block: inactive; PolyA inhibitor: inactive; Dyrk1A ADPGlo: -2.1; RGS4 act: inactive; hERG protect: -6.4; KCNQ1 pot: inactive; GSK3 alpha inh: -2.6; KCNK9 block: inactive

How did O=C(Nc1ccnn1C1CCN(Cc2cccc(OCCO)c2)CC1)C1CCCC1 do in these assays?
HDAC3 inh: 2.1; GSK3beta inhib: -26.9; KCNQ1 block: inactive; KCNK3 block: inactive; PolyA inhibitor: inactive; Dyrk1A ADPGlo: 2.2; RGS4 act: inactive; hERG protect: -1.8; KCNQ1 pot: inactive; GSK3 alpha inh: -1.1; KCNK9 block: inactive

How did COc1cc(CNC2CCCCCCC2)cc(Cl)c1OCC(N)=O do in these assays?
HDAC3 inh: -0.6; GSK3beta inhib: 0.0; KCNQ1 block: inactive; KCNK3 block: inactive; PolyA inhibitor: inactive; Dyrk1A ADPGlo: -0.6; RGS4 act: inactive; hERG protect: -2.4; KCNQ1 pot: inactive; GSK3 alpha inh: 3.5; KCNK9 block: inactive

Results for COC(=O)c1cc(C(=O)c2cc(Br)ccc2O)coc1=N ?
HDAC3 inh: -2.8; GSK3beta inhib: -2.2; KCNQ1 block: inactive; KCNK3 block: inactive; PolyA inhibitor: inactive; Dyrk1A ADPGlo: 2.6; RGS4 act: inactive; hERG protect: -8.1; KCNQ1 pot: inactive; GSK3 alpha inh: -1.5; KCNK9 block: inactive

Results for CCOc1ccccc1NC(=O)C1(S(=O)(=O)c2ccc(Cl)cc2)CC1 ?
HDAC3 inh: 3.4; GSK3beta inhib: 0.5; KCNQ1 block: inactive; KCNK3 block: inactive; PolyA inhibitor: inactive; Dyrk1A ADPGlo: -0.7; RGS4 act: -7.05*; hERG protect: -6.4; KCNQ1 pot: inactive; GSK3 alpha inh: 1.9; KCNK9 block: inactive

How did c1ccc(COC2CCCN(Cc3nc(Cc4ccccc4)no3)C2)cc1 (centres undefined) do in these assays?
HDAC3 inh: inconclusive; GSK3beta inhib: -20.0; KCNQ1 block: inactive; KCNK3 block: inactive; PolyA inhibitor: inactive; Dyrk1A ADPGlo: 0.6; RGS4 act: inactive; hERG protect: -8.9; KCNQ1 pot: inactive; GSK3 alpha inh: -2.9; KCNK9 block: inactive

What do the screens show for `O=C1CC2(CCN(C(=O)c3ccc([N+](=O)[O-])cc3)CC2)Oc2ccccc21`?
HDAC3 inh: -0.3; GSK3beta inhib: -0.7; KCNQ1 block: inactive; KCNK3 block: inactive; PolyA inhibitor: inactive; Dyrk1A ADPGlo: 1.0; RGS4 act: inactive; hERG protect: -2.8; KCNQ1 pot: inactive; GSK3 alpha inh: 0.0; KCNK9 block: inactive

How did CCOC(=O)c1[nH]c(C)c(C(=O)N2CCOCC2)c1C do in these assays?
HDAC3 inh: 3.1; GSK3beta inhib: -3.6; KCNQ1 block: inactive; KCNK3 block: inactive; PolyA inhibitor: inactive; Dyrk1A ADPGlo: -0.7; RGS4 act: inactive; hERG protect: -2.8; KCNQ1 pot: inactive; GSK3 alpha inh: 1.3; KCNK9 block: inactive

What do the screens show for `Cc1ccc2nc(-c3ccc(NC(=O)CCS(=O)(=O)c4ccccc4)cc3)sc2c1`?
HDAC3 inh: 2.8; GSK3beta inhib: -2.6; KCNQ1 block: inactive; KCNK3 block: inactive; PolyA inhibitor: inactive; Dyrk1A ADPGlo: -1.6; RGS4 act: inactive; hERG protect: -7.5; KCNQ1 pot: inactive; GSK3 alpha inh: -2.5; KCNK9 block: inactive
